NOD2-RIPK2 inh: NOD2-RIPK2 protein interaction inhibition; 0.38% of 360,000 active; AID 624267; CHO BLA complementation NOD2-RIPK2, CCF4 ratio; O43353; inhibition, % at 4.98 µM; in the data active = inhibition above about 21%;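 also: 0% = vehicle only and 100% = reference blocker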
COUP-TFII inh: blocks human COUP-TFII nuclear receptor; P24468; HEK293T NGFI-A luciferase reporter, luminescence; inhibition, % at 8.6 µM; 0.7% of 370,000 active; AID 686940;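 active = inhibition above a per-plate cutoff, mean inhibition of test wells between control levels plus 3 SD, cut at about 38% in these data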;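 also: cells cotransfected with COUP-TFII expression vector driving the NGFI-A reporter; 0% = median of COUP-TF2 test wells and 100% = reporter-only cells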
TWEAK Fn14 block: blocks TWEAK-Fn14 interaction in a reporter cell assay; inhibition, % at 10 µM; 2% of 360,000 active; AID 1159606; TWEAK-stimulated Fn14 reporter cells, luciferase luminescence, 8 h; in the data active = inhibition above about 50%
ABHD5-PLIN5 inh: ABHD5-PLIN5 protein interaction inhibition. Q00G26+Q8WTS1. Split G. princeps luciferase complementation, luminescence, 4 h. inhibition, % at 4 µM. 0.78% of 360,000 active. AID 602281;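 active = inhibition above the mean inhibition across every tested compound plus 3 SD, cut at about 22% in these data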;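 also: 0% = DMSO only wells and the 100% control is not disclosed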
TLR9-MyD88 block: TLR9-MyD88 interaction inhibition. Q9NR96+Q99836. 0.21% of 340,000 active. AID 504734. inhibition, % at 4.98 µM. CHO BLA complementation TLR9-MyD88, CCF4 FRET ratio;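 active = inhibition above the mean over all tested compounds plus 3 SD, cut at about 21% in these data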;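 also: 0% = DMSO only wells and 100% = clavulanate BLA inhibitor control wells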
Target sequence (Q99836 whole entry, looked up): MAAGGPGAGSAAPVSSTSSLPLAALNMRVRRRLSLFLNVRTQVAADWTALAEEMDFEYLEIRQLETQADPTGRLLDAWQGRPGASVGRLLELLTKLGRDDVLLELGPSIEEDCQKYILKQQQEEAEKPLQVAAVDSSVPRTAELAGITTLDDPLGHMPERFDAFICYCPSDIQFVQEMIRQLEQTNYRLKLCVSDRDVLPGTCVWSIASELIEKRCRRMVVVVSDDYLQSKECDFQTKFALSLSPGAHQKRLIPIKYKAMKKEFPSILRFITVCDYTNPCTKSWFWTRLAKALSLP
Target sequence (Q9NR96 whole entry, looked up): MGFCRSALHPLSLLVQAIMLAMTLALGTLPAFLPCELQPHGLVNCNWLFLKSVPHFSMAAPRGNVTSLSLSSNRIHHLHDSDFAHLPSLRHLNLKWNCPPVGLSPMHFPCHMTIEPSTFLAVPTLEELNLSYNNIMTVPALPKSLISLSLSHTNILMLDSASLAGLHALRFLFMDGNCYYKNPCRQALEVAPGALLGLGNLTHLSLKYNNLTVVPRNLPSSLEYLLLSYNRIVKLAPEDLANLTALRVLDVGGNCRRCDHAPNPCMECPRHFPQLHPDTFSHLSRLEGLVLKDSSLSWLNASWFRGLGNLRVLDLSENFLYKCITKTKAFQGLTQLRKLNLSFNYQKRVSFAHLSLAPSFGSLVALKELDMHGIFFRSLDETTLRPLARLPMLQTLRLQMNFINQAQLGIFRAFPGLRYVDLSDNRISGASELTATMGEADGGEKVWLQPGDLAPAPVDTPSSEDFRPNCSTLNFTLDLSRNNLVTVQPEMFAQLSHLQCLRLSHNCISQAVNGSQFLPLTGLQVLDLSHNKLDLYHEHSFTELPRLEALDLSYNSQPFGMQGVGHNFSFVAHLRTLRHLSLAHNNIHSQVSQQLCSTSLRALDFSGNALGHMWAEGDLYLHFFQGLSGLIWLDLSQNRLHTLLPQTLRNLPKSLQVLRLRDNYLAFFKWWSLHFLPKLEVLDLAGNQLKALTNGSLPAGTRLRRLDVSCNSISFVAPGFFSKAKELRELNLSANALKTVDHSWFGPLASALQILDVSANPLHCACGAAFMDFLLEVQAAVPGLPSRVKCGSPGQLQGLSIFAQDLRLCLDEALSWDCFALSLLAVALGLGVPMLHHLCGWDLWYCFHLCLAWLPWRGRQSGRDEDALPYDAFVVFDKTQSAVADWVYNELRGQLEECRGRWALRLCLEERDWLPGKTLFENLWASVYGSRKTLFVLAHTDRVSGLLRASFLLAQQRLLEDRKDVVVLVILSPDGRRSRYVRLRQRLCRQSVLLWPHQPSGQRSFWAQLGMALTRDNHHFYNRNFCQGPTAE
NCOA2 inhibitor: human SRC2 (NCOA2) inhibition | 0.17% of 370,000 active | inhibition, % at 9 µM | HEK293 GAL4-SRC2 luciferase reporter, luminescence | Q15596 | AID 651957;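 active = inhibition above the mean inhibition of all tested compounds plus 3 SD, set per campaign, cut at about 52% in these data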;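 also: 0% = DMSO treated cells and 100% = cells given Gossypol at 36 µM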
Granule exo inh: lytic granule exocytosis inhibition; 0.66% of 360,000 active; inhibition, % at 10 µM; TALL-104 LAMP-1 surface exposure, flow cytometry; cells stimulated with thapsigargin and PMA;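 active = inhibition above about 55%, limit read from the data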
SRC1 inh: inhibits human SRC1 coactivator | Q15788 | HEK293 GAL4-SRC1 luciferase reporter, luminescence | 0.12% of 360,000 active | inhibition, % at 3.6 µM | AID 588354;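 active = inhibition above the campaign mean plus 3 SD, with each screening campaign given its own cutoff, cut at about 60% in these data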;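 also: 0% = DMSO treated cells and 100% = gossypol at 36 µM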
NR5A2 inv ag: inverse agonists of human LRH-1 (NR5A2); 0.13% of 360,000 active; O00482; HEK293T StAR-luciferase reporter, LRH-1 transfected, 24 h; inhibition, % at 3.6 µM; AID 602396;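 active = inhibition above the mean inhibition of all tested compounds plus 3 SD, cut at about 73% in these data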;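 also: 0% = DMSO wells and 100% = reporter-only cells lacking LRH-1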
TROY signal inh: blocks TROY-dependent signaling in reporter cells. 0.98% of 360,000 active. inhibition, % at 10 µM. Q293 LMP1-TROYcd NF-kB luciferase reporter, 4 h;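 active = compounds whose plate-normalised and pattern-corrected inhibition of the luciferase reporter signal at the single screening dose is 50% or more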
NCOA3 inh: human NCOA3 inhibition. Q9Y6Q9. HEK293 GAL4-SRC3 luciferase reporter, luminescence. inhibition, % at 3.6 µM. 0.17% of 360,000 active. AID 588352;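 active = inhibition above a per-campaign cutoff, the mean of all compounds plus 3 SD, cut at about 60% in these data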;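 also: 0% = DMSO-treated cells and 100% = gossypol-treated cells at 36 µM; higher means less SRC3-driven luciferase light from the GAL4 reporter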
The depositor's hits bear a star; x = not tested or not shown. Some of the compounds tested; the hit share may differ from the screen's.

structure | ABHD5-PLIN5 inh | NCOA2 inhibitor | Granule exo inh | TWEAK Fn14 block | NOD2-RIPK2 inh | NCOA3 inh | COUP-TFII inh | NR5A2 inv ag | TLR9-MyD88 block | SRC1 inh | TROY signal inh
CCOc1ccc(CN(C)C(=O)CNC(=O)c2ccccc2)cc1 | 2 | -25 | -4 | 15 | 0 | -5 | -8 | 8 | -5 | -21 | -49
CC(C(=O)Nc1cccnc1)c1ccc([N+](=O)[O-])cc1 (stereo unspecified) | 7 | -5 | 2 | 5 | -9 | 5 | -5 | 22 | -1 | -9 | 5
Cc1ccc(NC(=O)C(OC(=O)c2ccc(NC(N)=O)cc2)c2ccccc2)cc1Cl (stereo unspecified) | -7 | -2 | 13 | 12 | -4 | -26 | -7 | 0 | -7 | -8 | 1
O=C(NCc1ccccn1)C1CCN(C(=O)c2cc3sccc3n2Cc2ccc(F)cc2)CC1 | 3 | -7 | 0 | 24 | -2 | -7 | 17 | 2 | -16 | 9 | 8
N#C/C(=C/Nc1ccccc1C(=O)O)C(N)=O | 1 | 5 | 1 | -4 | -15 | 5 | -2 | 1 | 4 | -4 | 6
CCC(C)C(N)C(=O)NC(CCC(=O)OCc1ccccc1)C(N)=O (stereo unspecified) | -9 | -15 | -7 | 8 | 3 | 0 | 4 | 5 | -2 | -10 | 5
CC(C)Nc1nc(NCCN2CCCC2)c2sc(-c3ccccc3)cc2n1 | 8 | -51 | 1 | -48 | 1 | -52 | -14 | -11 | x | 3 | -36
CN(C(=O)CN1C(=O)c2ccc([N+](=O)[O-])cc2C1=O)C1CCCCC1 | -8 | 19 | 7 | -23 | 2 | 15 | -5 | 11 | -1 | -3 | 3
Cc1cccc(C(=O)NC(=S)Nc2ccc3[nH]c(=O)[nH]c3c2)c1 | -4 | 23 | -11 | -4 | 2 | -4 | -5 | 6 | 2 | -21 | 0
CCn1ncc(C(=O)Nc2ccc([N+](=O)[O-])cc2OC)c1C | -5 | 0 | -9 | -7 | 3 | 3 | -5 | 19 | 2 | -6 | 2
CC(=O)Nc1cnc(NC(=O)c2cccc(F)c2)cc1C | -5 | -38 | 11 | 11 | 5 | -82 | -18 | -102 | -5 | -78 | -29
CNC(=O)CSc1nnnn1-c1cc(C)ccc1C | -2 | -16 | 0 | -7 | 13 | 27 | -3 | 26 | 4 | 4 | -2
CCN1CCN(S(=O)(=O)c2ccc(Cl)c(C(=O)Nc3ccccc3N3CCOCC3)c2)CC1 | 6 | 1 | 3 | -6 | 4 | 7 | 6 | 5 | -3 | 3 | -16
CC(=O)NC(C)(c1ccccc1)c1nc(-c2cccc3cccnc23)cs1 (stereo unspecified) | 0 | -11 | 0 | -39 | -6 | 2 | 0 | 5 | x | 7 | -12
Fc1cccc(CSc2nc3ccncc3[nH]2)c1 | -4 | -29 | -1 | -18 | -2 | -43 | -26 | -32 | 6 | -45 | -55
O=C(Cn1c2ccc(F)cc2c2nc3n(c(=O)c21)CCS3)Nc1ccccc1C(F)(F)F | 5 | -14 | -4 | 12 | -12 | 0 | 8 | 0 | 5 | -18 | -7
COc1ccc2cc1Oc1ccc(cc1)C[C@H]1c3c(cc4c(c3Oc3cc5c(cc3OC)CCN(C)[C@@H]5C2)OCO4)CCN1C | -2 | -15 | 18 | -41 | -7 | 4 | 21 | -10 | -3 | -2 | -2
O=C(CN(C(=O)Cn1nnc(-c2cccs2)n1)c1cnc2ccccc2c1)NCC1CCCO1 (stereo unspecified) | -7 | -29 | 0 | -35 | 4 | 14 | -6 | 3 | 4 | 0 | 2
Cc1cccc(NC2=NC(=S)N(c3ccc(C(=O)O)cc3)C23CCCCC3)c1 | 3 | -12 | -2 | -3 | -6 | 1 | -5 | 20 | -1 | -16 | -24
O=C(NCCC(c1ccccc1)c1ccccc1)c1ccc(Br)o1 | -9 | 1 | 0 | 10 | -3 | 21 | -10 | 0 | -12 | 4 | -2

One compound at a time, as listed above. Order of screens: ABHD5-PLIN5 inh, NCOA2 inhibitor, Granule exo inh, TWEAK Fn14 block, NOD2-RIPK2 inh, NCOA3 inh, COUP-TFII inh, NR5A2 inv ag, TLR9-MyD88 block, SRC1 inh, TROY signal inh
CC(=O)NC(C)(c1ccccc1)c1nc(-c2cccc3cccnc23)cs1 (stereo unspecified) in the list: 0, -11, 0, -39, -6, 2, 0, 5, x, 7, -12
O=C(NCCC(c1ccccc1)c1ccccc1)c1ccc(Br)o1 in the list: -9, 1, 0, 10, -3, 21, -10, 0, -12, 4, -2
Fc1cccc(CSc2nc3ccncc3[nH]2)c1 in the list: -4, -29, -1, -18, -2, -43, -26, -32, 6, -45, -55

(list continues)
structure | ABHD5-PLIN5 inh | NCOA2 inhibitor | Granule exo inh | TWEAK Fn14 block | NOD2-RIPK2 inh | NCOA3 inh | COUP-TFII inh | NR5A2 inv ag | TLR9-MyD88 block | SRC1 inh | TROY signal inh
COc1cc(/C=N/NC(=O)c2ccccc2O)ccc1OC(=O)CC1SC(=O)NC1=O (stereo unspecified) | 4 | -30 | 0 | -7 | 0 | -36 | -23 | -28 | -3 | -28 | -41
CCOC(=O)Cn1c(N2CCCCCC2)nc2c1c(=O)[nH]c(=O)n2C | -6 | 0 | 0 | 1 | -9 | -5 | 15 | 14 | 10 | -8 | x
COc1ccc(Br)cc1S(=O)(=O)N1CC(C)OC(C)C1 (stereo unspecified) | -3 | 0 | -1 | -2 | 3 | 7 | -7 | 6 | 12 | -12 | -10
C=CCNC(=O)C1CC1(c1ccc(C)cc1)c1ccc(C)cc1 (stereo unspecified) | -7 | 5 | 3 | 8 | -9 | 5 | 17 | 13 | -3 | -4 | 15
COC(=O)C1=C(C)N(Cc2ccccc2)C(=S)N[C@H]1c1cccc(C(F)(F)F)c1 | 0 | 8 | 1 | -7 | -3 | -16 | -13 | -26 | 3 | -21 | 20
O=C(NCCN1CCOCC1)c1cc(S(=O)(=O)NCCCN2CCCC2=O)ccc1Cl | -3 | -33 | 0 | -13 | 1 | -5 | 3 | 7 | -9 | 0 | 12
COc1ccc(CN2CSC(=S)N(Cc3ccc(OC)cc3)C2)cc1 | 0 | 19 | 49 | -11 | -6 | 11 | -18 | 7 | 9 | -46 | -20
CC(C)(C)c1ccc(OCc2ccc(C(=O)N/N=C/c3ccc([N+](=O)[O-])cc3)o2)cc1 | -7 | -14 | -2 | 9 | -12 | -60 | -6 | -70 | -3 | -83 | -5
CCSC1(SCC)N=C(N)C2(C#N)C(c3ccccc3)NC(C)=C(C)C12C#N (stereo unspecified) | -5 | -12 | 7 | -9 | 5 | -3 | -15 | 7 | 1 | -1 | 26
CC1CCN(S(=O)(=O)c2cc(C(=O)Nc3ccccn3)ccc2Br)CC1 | 0 | -26 | -6 | 13 | -5 | 12 | 23 | 7 | 4 | 0 | -13
O=C(c1cccc(S(=O)(=O)N2CCOCC2)c1)N1CCCc2ccccc21 | 6 | -17 | 0 | -2 | -5 | -7 | 10 | 6 | -7 | 4 | 8
COc1ccc(OC)c(NC(=O)COC(=O)/C=C/c2ccc(Cl)cc2)c1 | 3 | -2 | 2 | -18 | -14 | 7 | 25 | -2 | -4 | -2 | 19
O=C(CNC(=O)c1cccs1)Nc1ncccc1O | 9 | -29 | 1 | -6 | 2 | -25 | 3 | 4 | -1 | -9 | -2
S=C(NCc1ccc(Cl)cc1)Nc1ccncc1 | 2 | 21 | 0 | 47 | 5 | 12 | 58* | 49 | -3 | 5 | 38
Cc1cc(NC(=O)c2c(Cl)c(C)nn2C)no1 | -2 | -4 | 2 | 5 | 8 | 22 | 5 | -16 | 5 | 9 | -6
CCC(C)NC(=O)Cn1c(=O)n(-c2ccc(OC)cc2)c(=O)c2ccc(C(=O)NCc3ccc(C)cc3)cc21 (stereo unspecified) | 7 | 20 | 20 | -26 | -7 | -4 | -4 | 6 | -7 | -25 | 6
OCC1OC(n2nnc3ccccc32)C(O)C(O)C1O (stereo unspecified) | -5 | -2 | -2 | -3 | -16 | 12 | -2 | -8 | 2 | 9 | 0
CCOc1ccc(C(=O)Nc2ccccc2N2CCN(C(=O)c3ccccc3)CC2)cc1[N+](=O)[O-] | 10 | -8 | -5 | -15 | -7 | 9 | 8 | 22 | 5 | 8 | 2
Cc1ccc(/C=N/NC(=O)c2csc(C)c2)o1 | 2 | -60 | 17 | -16 | -1 | -31 | -21 | -66 | 0 | -57 | -30
COc1ccccc1NS(=O)(=O)c1cc(NC(=O)c2[nH]c(C)c(C(C)=O)c2C)ccc1N1CCOCC1 | 0 | -19 | 2 | 42 | -6 | 38 | -70 | -16 | -1 | -17 | -4

Later entries
structure | ABHD5-PLIN5 inh | NCOA2 inhibitor | Granule exo inh | TWEAK Fn14 block | NOD2-RIPK2 inh | NCOA3 inh | COUP-TFII inh | NR5A2 inv ag | TLR9-MyD88 block | SRC1 inh | TROY signal inh
CCN1CCN(CC(=O)N/N=C/c2ccc(F)cc2F)CC1 | -2 | -22 | -2 | -10 | 0 | -5 | -1 | 6 | -7 | -3 | -20
O=C(COC(=O)c1ccc([N+](=O)[O-])o1)Nc1cccc(S(=O)(=O)N2CCCCC2)c1 | -3 | 7 | 8 | 22 | 2 | 15 | 15 | 28 | 5 | 14 | -1
CCOP(=O)(OCC)C(Nc1ccc(C)cc1)c1ccco1 (stereo unspecified) | 5 | -19 | -2 | 9 | 5 | 4 | -18 | 2 | -11 | -11 | 20
CNC(=O)/C=C/c1cccc(C(F)(F)F)c1 | -7 | 1 | -1 | 0 | 0 | 17 | 1 | -8 | -1 | -5 | 3
C=CC[C@@H](CC(=O)N[C@H](CO)Cc1ccccc1)C(=O)N[C@H](C)COC(=O)[C@@H](CC=C)Cc1ccc(F)cc1 | 3 | 2 | -5 | 10 | 10 | 8 | -18 | 10 | 12 | 4 | 0
O=[N+]([O-])c1ccc(Cl)c(/C=N/n2c(C3CCCCC3)n[nH]c2=S)c1 | -1 | -1 | 8 | 7 | 3 | -10 | 13 | -9 | -8 | 1 | -24
COc1cc(CNC(=O)c2cc(-c3ccc(F)cc3OC)n[nH]2)cc(OC)c1 | -2 | -10 | -10 | -35 | -3 | -7 | -12 | 3 | x | 3 | -5
O=C(NCCNC(=O)c1cc(Cl)ccc1Cl)c1ccco1 | -5 | 7 | -4 | 7 | -12 | 5 | -8 | -2 | 0 | 18 | 23
COCCOC(=O)c1[nH]c2c(c1C)C(=O)CC(c1ccc(OC)c(OC)c1)C2 (stereo unspecified) | -3 | 14 | -5 | 9 | 2 | 15 | 28 | -14 | 6 | -2 | 11
CC(NC(=S)NCc1ccc(F)cc1)C12CC3CC(CC(C3)C1)C2 (stereo unspecified) | -6 | -18 | 0 | 12 | 1 | 13 | 1 | -8 | 2 | 10 | 41
Cc1oc(-c2ccccc2Cl)nc1CSc1nc2c(c(=O)[nH]1)CCCC2 | -4 | -7 | -1 | 31 | -3 | 21 | 14 | -7 | 0 | 11 | 38
Cc1ccc(C(=O)/C=C/c2ccc(Br)cc2)o1 | 53* | -45 | 0 | 4 | 6 | -11 | -14 | -5 | -11 | -7 | -26
O=c1nc(N2CCCCC2)nc2n1CCO2 | 6 | -21 | 7 | -26 | -3 | 13 | -2 | -13 | 4 | -3 | -3
COc1ccccc1CCNC(C)CCc1ccc(O)cc1 (stereo unspecified) | -3 | 7 | 4 | -3 | 3 | 1 | -2 | 4 | 2 | 9 | 10
